# Giardia FBPA inh – inhibitors of Giardia lamblia fructose-1,6-bisphosphate aldolase; 290,000 compounds, 0.71% hits; Potency, µM (titrated, usually from 59.6 µM), inactives show top-dose activity, negative = inhibition, actives largely listed as inhibitors; A8B2U2; purified Giardia FBPA; active means well fitted inhibition curve with a large enough effect; inconclusive means small, poorly fitted or top-dose-only effect, or effect the other way; further: potency means the concentration at half of the fitted maximal effect; nearly all actives have a fitted effect of over 55% in size
# Target sequence (A8B2U2 whole entry, looked up): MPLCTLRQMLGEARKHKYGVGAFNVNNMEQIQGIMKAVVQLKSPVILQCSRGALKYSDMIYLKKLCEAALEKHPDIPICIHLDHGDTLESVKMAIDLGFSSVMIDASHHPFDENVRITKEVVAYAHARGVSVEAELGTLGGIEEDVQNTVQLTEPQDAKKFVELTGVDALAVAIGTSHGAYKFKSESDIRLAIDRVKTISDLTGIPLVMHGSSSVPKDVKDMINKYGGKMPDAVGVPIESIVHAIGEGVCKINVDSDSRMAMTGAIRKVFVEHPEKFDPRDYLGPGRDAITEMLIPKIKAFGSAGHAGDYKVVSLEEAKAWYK
#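 Giardia FBPA (40 nM reagent) was preincubated 10 min at RT with compound (up to 57.5 uM final), then substrate plus GAPDH/TPI/NAD/arsenate coupling system with diaphorase/resazurin was added; resorufin fluorescence (525/598 nm) was read after 20 min.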
# HCMV antiviral – human cytomegalovirus inhibition | HFF cells, HCMV-luciferase reporter, 72 h; stronger effect = lower value | activity change, negative = inhibition, % at 57.5 µM | 410,000 compounds, 4.5% hits | AID 1259415; in the data active means activity change below about -60%; inconclusive means no clear call, values can overlap the other calls; inactive means above about -39%
#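 Human foreskin fibroblasts infected with luciferase-reporter HCMV at MOI 1 PFU/cell, compounds at two doses. Luciferase measured 72 h post infection; normalized to buffer-only basal and Salinomycin (10uM) controls.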
# Active calls of the source: *; ? = inconclusive; / = not tested or not shown. On the % scale 0 is the no-effect control and ±100 the full control effect. Only part of the results is shown, so the mix of outcomes need not match the whole.
# Values in the order – Giardia FBPA inh	HCMV antiviral
O=[N+]([O-])c1cc2c(cc1Br)-c1ccccc1C2
 : /	-21
O=C1NC[C@@H](CCCCN2C[C@H](Cc3ccc(O)cc3)N(CCc3ccc(O)cc3)C(=O)C2=O)N(Cc2ccccc2)C1=O
 : /	-22
C=C1C(=O)[C@]23C[C@H]1CCC2[C@@]1(C)C(C[C@@H]3O)[C@](C)(C(=O)OC)CC[C@@H]1O (stereo partly drawn)
 : /	-102*
C[C@@H]1CN([C@H](C)CO)C(=O)CCCn2nncc2CO[C@H]1CN(C)C(=O)Oc1ccccc1
 : /	-30
Cc1noc(C)c1NC(=O)N(C)C[C@@H]1Oc2ncc(Br)cc2C(=O)N([C@@H](C)CO)C[C@@H]1C
 : /	-2
CN(Cc1cccc(F)c1)C(=O)C1CC(=O)N(Cc2ccco2)C1 (stereo not drawn)
 : /	-18
CN(c1ccccc1)S(=O)(=O)c1ccc(C(=O)N2CCN(c3ccccc3)CC2)cc1
 : /	-28
CCCNC(=O)C1(C)CCN(C(=O)c2ccc3sccc3c2)C1 (stereo not drawn)
 : /	13
CSc1ccc(C(O)c2ncc(-c3ccc(F)cc3)[nH]2)cc1 (stereo not drawn)
 : /	-1
CCCCNc1cccc2c1S(=O)(=O)N[C@H](Cc1ccccc1)CO2
 : /	-10
COc1cc(OC)cc(C2=Cc3ccccc3C(CC(C)=O)N2c2ccc(C#CC3(N)CCCCC3)cc2)c1 (stereo not drawn)
 : /	-1
COc1ccc(CC(=O)Nc2cc(F)ccc2F)cc1S(=O)(=O)N1CCOCC1
 : /	?
C=CCNc1cccc2c1S(=O)(=O)N[C@@H](Cc1ccccc1)CO2
 : /	-22
Cc1cc(C)c(C#N)c(OCC2CCCO2)n1 (stereo not drawn)
 : /	?
Cc1cscc1-c1cc2nc(NCCCN(C)C)n(C)c(=O)c2s1
 : /	43
COC(=O)CC1CC2(C(=O)OC)c3[nH]c4ccccc4c3CCN2C1=O (stereo not drawn)
 : /	-17
Cc1ccccc1OCCOC(=O)c1cc(S(=O)(=O)N2CCOCC2)ccc1C
 : /	-20
CN(CCO)C(=O)c1nc[nH]c1C(=O)N(C)Cc1ccccc1
 : /	18
Cc1ccccc1CN(C)C[C@@H]1OCc2cnnn2CCCC(=O)N([C@@H](C)CO)C[C@H]1C
 : /	-12
Nc1ccn([C@@H]2O[C@H](C(=O)N[C@H](CO)Cc3ccccc3)[C@@H](O)[C@H]2O)c(=O)n1
 : /	16
COc1ccccc1S(=O)(=O)N(C)C[C@@H]1Oc2cc(C#CCC(C)C)ccc2S(=O)(=O)N([C@H](C)CO)C[C@@H]1C
 : /	-29
COc1ccc(CN2C(=O)C(CC(=O)NCc3cccc4ccccc34)CC(C(=O)N(C(C)C)C(C)C)=C2C)cc1 (stereo not drawn)
 : /	-3
Cc1ccc2c(=O)n3c(nc2c1)C(Cc1ccc(O)cc1)NC(=O)c1cccnc1-3 (stereo not drawn)
 : /	-22
Cc1ccc(S(=O)(=O)NC(CC(=O)OCc2ccccc2)C(=O)OCc2ccccc2)cc1 (stereo not drawn)
 : /	-19
CC(C)c1ccc(CC(=O)N2CCC2(C)C(=O)Nc2cccc(C#N)c2)cc1 (stereo not drawn)
 : /	2
COC(=O)c1ccc2nc(-c3cccc(Cl)c3)c(Cc3ccccc3C(F)(F)F)n2c1
 : /	-18
Cn1sc2ccccc2c1=O
 : /	-1
CC(=O)Nc1ccc(S(=O)(=O)N2Cc3ccccc3-n3nncc3C2)cc1
 : /	-25
CC(C)NC(=O)C1(C)CCCN1Cc1ccccc1C#N (stereo not drawn)
 : /	29
CC(C)=CCn1c2ccc(NC(=O)NCc3ccc(F)cc3)cc2c(=O)n1C
 : /	19
CCOC(=O)[C@]12CCCC=C1N(Cc1ccc3c(c1)OCO3)C(=O)[C@H](CC(=O)NCCCCc1ccccc1)C2
 : /	?
CCOC(=O)C1(C)CCCN(C(=O)COc2ccccc2)C1 (stereo not drawn)
 : /	13
O=C1CCSC2=C1SCc1sccc12
 : /	-8
CC(N)c1csc(Nc2ncccn2)n1 (stereo not drawn)
 : /	-23
Cc1ccc(S(=O)(=O)N2C[C@H]3C(=O)C[C@@H](c4ccc(Cl)cc4)N(S(=O)(=O)c4ccc(C)cc4)[C@H]3C[C@H]2c2ccccc2)cc1
 : /	-9
COc1cccc(CNc2nc3cc(-c4cscc4C)sc3c(=O)n2C)c1
 : /	-34
COc1ccc(C2=CCCCCC2)cc1OC
 : /	-4
COc1ccc(CN(C)C(=O)C(Cc2ccccc2)NC(=O)c2ccccc2)c(OC)c1OC (stereo not drawn)
 : /	-19
O=C(Nc1ccc(F)cc1)N[C@@H]1CC[C@@H](CCn2cc(-c3ccc(F)cc3)nn2)O[C@@H]1CO
 : /	-25
CC(C)N1CCC(C)(C(=O)Nc2ccc(Cl)c(Cl)c2)C1 (stereo not drawn)
 : /	9
COc1ccc(CC(=O)NNC(=S)NC(=O)c2cc(OC)c(OC)c(OC)c2)cc1
 : /	-24
O=C(NCc1ccncc1)c1csc(N2CCN(Cc3cccc(C(F)(F)F)c3)C2=O)n1
 : /	-13
O=C(NCCc1ccccc1)C1Cc2c(-c3ccccc3Oc3ccccc3)ccnc2O1 (stereo not drawn)
 : /	-10
Cc1cc(C)cc(C(O)c2ncc(-c3ccc(Cl)cc3)[nH]2)c1 (stereo not drawn)
 : /	-17
CC1=C(C(=O)N2CCOCC2)CC(CC(=O)NCCc2ccccn2)C(=O)N1CCC1=CCCCC1 (stereo not drawn)
 : /	-3
O=C(Cc1ccccc1)NS(=O)(=O)c1ccccc1
 : /	7
CC1=CC(C)C(=O)N(C)C(C)=C1 (stereo not drawn)
 : /	-7
CC(=O)c1ccccc1NC(C(=O)NC(C)(C)CC(C)(C)C)C1CC1 (stereo not drawn)
 : /	-13
CCOc1ccc(CCN2C(=S)N([C@@H](CC(C)C)CN3CCCC3CN3C(=S)NC[C@@H]3Cc3ccccc3)C[C@@H]2CC(C)C)cc1 (stereo partly drawn)
 : /	?
C[C@@H]1CN([C@@H](C)CO)C(=O)CCCn2nncc2CO[C@H]1CN(C)C(=O)Oc1ccc2ccccc2c1
 : /	-14
CN(Cc1ccccc1F)c1cc2c(c3c1ccn3C)C1CCC2C1 (stereo not drawn)
 : /	1
O=S1(=O)CC(O)C(O)CS1 (stereo not drawn)
 : /	7
COc1ccc(-c2ccc(C(=O)NCCc3ccccc3)c3occc23)c(C)c1
 : /	-27
NC(Cc1ccc(C(F)(F)F)cc1)c1csc(Nc2ccc(C(=O)NCCCO)cn2)n1 (stereo not drawn)
 : /	16
CC1=C(C(=O)N2CCCCCC2)CC(CC(=O)NC2CCCC2)C(=O)N1Cc1ccc(F)cc1 (stereo not drawn)
 : /	7
Cc1ccc([C@@H]2CC(=O)[C@@H]3CN(S(=O)(=O)c4ccc(C)cc4)[C@H](c4ccccc4F)C[C@@H]3N2S(=O)(=O)c2ccc(C)cc2)cc1
 : /	-19
C=CCNC(=S)N1CCC2CC1c1c(Cl)cccc12 (stereo not drawn)
 : /	0
CCn1c(SCC(=O)NCCc2ccc(OC)c(OC)c2)nc2c([nH]c3ccccc32)c1=O
 : /	16
CN1CCN(C(=O)C(=O)c2cn(CC(=O)N3CCOCC3)c3ccccc23)CC1
 : /	?
COc1ccc2nc(-c3ccc(F)cc3)sc2c1
 : /	-19

# Next structures:
# Values in the order – Giardia FBPA inh	HCMV antiviral
CC(O)C1C=CC=CC(=O)OC2CC3OC4C5OC5(C)C(O)CC4(COC(=O)C(O)C(C)CCO1)C2(C)C31CO1 (stereo not drawn)
 : /	-98*
COc1cccc(CN2CCC(C(=O)NC(c3ccc4c(c3)OCO4)c3ccccn3)CC2)c1 (stereo not drawn)
 : /	15
O=C1c2ccccc2C(c2nnnn2-c2ccc3c(c2)OCCO3)N1Cc1cccnc1 (stereo not drawn)
 : /	-7
NS(=O)(=O)c1ccc(CCNc2ccn3nc(-c4ccc(OCCN5CCOCC5)cc4)cc3n2)cc1
 : /	-100*
CC(=O)c1ccc(OCC(=O)N(C)C2CCS(=O)(=O)C2)cc1 (stereo not drawn)
 : /	-17
CCCCCC(=O)N1C[C@@H](n2cc(C3CC3)nn2)[C@H](O)C[C@@H]1c1ccc(Cl)cc1
 : /	-13
CCCCCC(O)C=CC1C(O)CC(O)C1CC=CCCCC(=O)O (stereo not drawn)
 : /	9
CCOC(=O)N1C(=O)C[C@](Sc2ccc(C)cc2)(C(=O)OC)[C@H]1c1ccccc1
 : /	7
S=C(SSC(=S)N1CCOCC1)N1CCOCC1
 : /	-27
CCOC(=O)CC1(C)c2nc(NC(C)=O)sc2Cc2sc(NC(C)=O)nc21
 : /	-97*
O=C(Cc1ccccn1)N1CC(=O)N2[C@H](C1)[C@@H](c1ccc(Br)cc1)[C@@H]2CO
 : /	63
COc1ccc2c(c1)C(CC(C)=O)N(c1ccc(-c3cccnc3)cc1)C(c1ccsc1)=C2 (stereo not drawn)
 : /	-32
C[C@@H]1CN([C@@H](C)CO)C(=O)c2cc(NS(=O)(=O)c3ccc(F)cc3)ccc2O[C@@H](C)CCCCO[C@H]1CN(C)C(=O)NC1CCCCC1
 : /	-86*
CCOC(=O)[C@]12CCC=C1N(Cc1ccc3c(c1)OCO3)C(=O)[C@H](CC(=O)NCCc1ccccc1OC)C2
 : /	-1
COc1cccc(C(O)c2nc(-c3cc4ccccc4o3)cs2)c1 (stereo not drawn)
 : /	3
COc1ccc(C(c2nnnn2C2CCCCC2)N2CCC3(CC2)C(=O)NCN3c2ccccc2)cc1 (stereo not drawn)
 : /	?
CCOC(=O)[C@]12CCCC=C1N(Cc1ccco1)C(=O)[C@H](CC(=O)NCc1cccc3ccccc13)C2
 : /	-34
COc1cc(C(=O)N2CCCCC2c2cc(C(=O)Nc3ccccc3Cl)no2)cc(OC)c1C (stereo not drawn)
 : /	46
C[C@H]1CN([C@@H](C)CO)C(=O)c2cc(C3=CCCCC3)cnc2O[C@@H]1CN(C)C(=O)Cc1ccccc1
 : /	-22
CCCC(=O)N1CCC1(C)C(=O)NS(=O)(=O)c1cccs1 (stereo not drawn)
 : /	4
CC1(C(=O)NS(=O)(=O)c2cccs2)CCN1C(=O)C1(c2ccc(Cl)cc2)CCC1 (stereo not drawn)
 : /	8
NS(=O)(=O)c1ccc(N2C(=O)CCCC2=O)cc1
 : /	-7
Cc1ccc2nc(-c3cccc(Cl)c3)c(Cc3ccsc3)n2c1
 : /	66
O=C(Nc1cccc(C(F)(F)F)c1)Nc1ccc2nc([C@@H]3O[C@H](CO)[C@@H](O)[C@H](O)[C@H]3O)[nH]c2c1
 : /	-16
COc1ccc(C(=O)C(Nc2ccccc2)C(=O)Nc2ccc3ccccc3c2)cc1 (stereo not drawn)
 : /	51
C[C@H]1CN([C@@H](C)CO)S(=O)(=O)c2ccc(Br)cc2O[C@@H]1CN(C)S(=O)(=O)c1ccccc1F
 : /	33
O=C(CC[C@H]1O[C@@H](n2ccc(=O)[nH]c2=O)[C@H](O)[C@@H]1O)NCc1ccc2c(c1)OCO2
 : /	4
OC(c1ccccc1)c1nc(-c2cccs2)cs1 (stereo not drawn)
 : /	37
OCCC#Cc1ccc(N2C(c3ccsc3)=Cc3ccc(F)cc3C2c2c[nH]c3ccccc23)cc1 (stereo not drawn)
 : /	42
NC(c1ccccc1)c1csc(NC(=O)NCC2CCCCC2)n1 (stereo not drawn)
 : /	-17
CCCCC[C@@H](C)N1C[C@@H](COCc2ccccc2)Oc2cc(N3CC[C@H](O)C3)ccc2S1(=O)=O
 : /	-1
COc1ccc(C(C)=O)cc1Cn1c(C)c(C(=O)NCc2cccc(Cl)c2)sc1=O
 : /	17
O=C(c1ccc(C(F)(F)F)cc1)N1CCC(=O)N([C@H](COCc2ccc(C(F)(F)F)cc2)Cc2ccccc2)CC1
 : -8%	-31
COC(=O)[C@@]1(Cc2ccc(F)cc2)[C@H]2c3cc(C(=O)N4CCCC4)n(Cc4ccc(C)o4)c3C[C@H]2CN1C(=O)c1ccccc1
 : -3%	?
Cc1cccc(C(=O)N2CCC(=O)N([C@H](COCc3ccc(Cl)cc3)Cc3ccccc3)CC2)c1
 : 2%	-7
COC(=O)Cn1c(C(=O)N(C)C)cc2c1C[C@H]1CN(C(=O)c3ccccc3)[C@@](Cc3ccc(F)cc3)(C(=O)OC)[C@@H]21
 : 10%	-17
COC(=O)[C@@]1(Cc2ccc(OC)cc2)[C@H]2c3cc(C(=O)N4CCCC4)n(Cc4ccc(OC(F)(F)F)cc4)c3C[C@H]2CN1C(=O)c1ccccc1
 : -5%	-19

# Molecules listed so far that contain a furan ring, fused or not (5):
# Values in the order – Giardia FBPA inh	HCMV antiviral
CN(Cc1cccc(F)c1)C(=O)C1CC(=O)N(Cc2ccco2)C1 (stereo not drawn)
 : /	-18
COc1ccc(-c2ccc(C(=O)NCCc3ccccc3)c3occc23)c(C)c1
 : /	-27
COc1cccc(C(O)c2nc(-c3cc4ccccc4o3)cs2)c1 (stereo not drawn)
 : /	3
CCOC(=O)[C@]12CCCC=C1N(Cc1ccco1)C(=O)[C@H](CC(=O)NCc1cccc3ccccc13)C2
 : /	-34
COC(=O)[C@@]1(Cc2ccc(F)cc2)[C@H]2c3cc(C(=O)N4CCCC4)n(Cc4ccc(C)o4)c3C[C@H]2CN1C(=O)c1ccccc1
 : -3%	?
